Screens from PubChem BioAssay.
PLCb3 inh: PLC-beta3 (human) inhibition, primary screen. Q01970. AID 720704. Purified PLC-beta3, fluorogenic substrate, fluorescence. 370,000 tested, 0.18% active. inhibition, % at 12.2 µM; in the data active = inhibition above about 11%;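 note: 0% = median of compound wells on plate and 100% = full blocker control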
PLC-gamma1 inh: inhibitors of human phospholipase C gamma1; 370,000 tested, 0.84% active; inhibition, % at 12.2 µM; purified PLC-gamma1, fluorogenic substrate, fluorescence; P19174; in the data active = inhibition above about 9.5%
UHRF1 binding: blocks human UHRF1 binding to methylated DNA; 370,000 tested, 0.75% active; inhibition, % at 4.4 µM; UHRF1 binding to methylated oligo, TR-FRET; in the data active = inhibition above about 21%;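 note: UHRF1 SRA domain binding a hemimethylated CpG hairpin DNA probe; 0% = median of test compound wells and 100% = reference inhibitor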
Target sequence (Q96T88 whole entry, looked up, the tested form may be a part): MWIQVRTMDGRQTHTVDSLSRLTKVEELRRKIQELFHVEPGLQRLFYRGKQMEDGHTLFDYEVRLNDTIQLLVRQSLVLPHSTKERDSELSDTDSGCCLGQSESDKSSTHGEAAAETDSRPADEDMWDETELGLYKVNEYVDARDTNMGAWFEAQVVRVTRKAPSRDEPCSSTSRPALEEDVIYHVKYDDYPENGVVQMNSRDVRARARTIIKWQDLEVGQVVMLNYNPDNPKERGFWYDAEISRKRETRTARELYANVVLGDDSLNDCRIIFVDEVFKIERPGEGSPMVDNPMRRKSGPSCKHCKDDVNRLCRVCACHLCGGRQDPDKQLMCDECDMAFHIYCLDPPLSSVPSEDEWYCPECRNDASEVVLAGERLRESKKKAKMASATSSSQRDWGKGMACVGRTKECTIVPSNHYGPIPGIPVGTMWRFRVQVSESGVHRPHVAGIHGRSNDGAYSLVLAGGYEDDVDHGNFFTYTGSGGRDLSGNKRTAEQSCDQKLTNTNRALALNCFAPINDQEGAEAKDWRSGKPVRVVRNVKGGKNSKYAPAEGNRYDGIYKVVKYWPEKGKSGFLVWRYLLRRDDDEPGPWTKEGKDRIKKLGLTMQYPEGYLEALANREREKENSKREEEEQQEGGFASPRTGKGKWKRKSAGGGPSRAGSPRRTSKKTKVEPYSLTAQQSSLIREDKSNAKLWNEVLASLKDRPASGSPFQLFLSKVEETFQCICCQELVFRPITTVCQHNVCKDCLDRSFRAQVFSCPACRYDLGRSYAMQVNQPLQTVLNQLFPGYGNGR
ARFGAP1 inh: inhibitors of rat ARFGAP1; Arfgap1-stimulated ARF1 GTP hydrolysis, GDP FP detection; Q62848; inhibition, % at 16.5 µM; 360,000 tested, 0.26% active;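 active = inhibition above a per-plate limit, mean inhibition of low control wells plus 3 SD, cut at about 25% in these data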;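 note: 0% = DMSO wells with enzyme and 100% = wells lacking Arfgap1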
Target sequence (Q62848 1-136 limits assumed): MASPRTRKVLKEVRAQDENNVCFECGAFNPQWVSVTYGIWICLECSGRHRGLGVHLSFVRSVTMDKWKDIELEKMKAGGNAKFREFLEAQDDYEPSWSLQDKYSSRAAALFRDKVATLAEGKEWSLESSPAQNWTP
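Material: rat Arfgap1 GAP domain (His6, aa 1-136), purified enzyme. Also added: human ARF1(Δ1-17)-GTP substrate. Compound dosing: 16.5 µM single point, 1.26% DMSO. Timing: enzyme reaction 120 min at 25 °C after 20 min preincubation. Signal: GDP detection by fluorescence polarization. Read-out basis: percent inhibition of GAP-stimulated GDP formation, scaled between DMSO and no-Arfgap1 medians.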
MBD2 DNA inh: blocks human MBD2 binding to methylated DNA; 370,000 tested, 0.31% active; Q9UBB5; AID 686964; inhibition, % at 4.4 µM; TR-FRET, MBD2 binding to methylated oligonucleotide; in the data active = inhibition above about 13%
proKLK7 act: proKLK7 (human) activation, primary screen; 370,000 tested, 0.9% active; purified proKLK7, EDANS-DABCYL substrate fluorescence; 100% is mature enzyme control, 0% vehicle; activation, % at 7 µM; AID 652039;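 active = activation above the mean of all tested compounds plus 3 SD, computed per campaign excluding outliers beyond control limits, cut at about 13% in these data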
Tn6 DDE FP: DD(E)-Tn6 binding inhibition, primary FP screen. inhibition, % at 8.3 µM. Fibrin DD(E) TRITC-Tn6 fluorescence polarization displacement. P02675. 370,000 tested, 0.21% active. AID 720509;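 active = inhibition above a per-campaign cutoff: mean of compounds within control limits plus 3 SD, cut at about 15% in these data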;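 note: 0% = median of all compound wells on the plate and 100% = blocking peptide control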
ADAM17 inh: inhibits human ADAM17; AID 720648; P78536; 370,000 tested, 0.83% active; recombinant ADAM17, EDANS/DABCYL FRET peptide cleavage; inhibition, % at 6.95 µM;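 active = inhibition above the mean of compounds lying between control limits plus 3 SD, set per campaign, cut at about 8.5% in these data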;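 note: 0% = DMSO-only wells as the low control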
DDE Tn7 FP inh: DD(E)-Tn7 binding inhibition, primary FP screen; 370,000 tested, 0.13% active; FP displacement of FITC-Tn7 peptide from fibrin DD(E); 0% = median of compound wells per plate; P02675; inhibition, % at 8.3 µM;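 active = inhibition above the mean of compounds falling within the control limits plus 3 SD of them, cut at about 14% in these data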;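 note: 0% = plate median of compound wells and 100% = 10 µM Aha-Tn7 peptide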
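Also added: labelled Tn7 tracer, 0.1 µM; Assay system: human fibrin DD(E) protein; Amount: 2 µM fibrin DD(E); Schedule: 10 min compound pre-incubation, 3 h probe incubation at room temperature; Repeats: one replicate per compound; Read-out basis: percent inhibition; Measured by: fluorescence polarization of the labelled Tn7 tracer.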
ASAP1 GAP inh: ASAP1 ArfGAP inhibition. ASAP1-stimulated ARF1 GTP hydrolysis, GDP FP detection. 360,000 tested, 0.19% active. Q9ULH1. inhibition, % at 16.5 µM; in the data active = inhibition above about 25%;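 note: 0% = vehicle with enzyme and substrate and 100% = no enzyme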
The depositor's hits bear a star; / = not tested or not shown.

SMILES	PLCb3 inh	PLC-gamma1 inh	UHRF1 binding	ARFGAP1 inh	MBD2 DNA inh	proKLK7 act	Tn6 DDE FP	ADAM17 inh	DDE Tn7 FP inh	ASAP1 GAP inh
CN(CC(=O)Nc1ccc(OC(F)(F)F)cc1)C(=O)Cc1c(Cl)cccc1Cl	0.4	1.3	1.3	8.0	0.6	-0.3	4.7	-2.2	-3.6	8.2
COc1ccc(N=C2SC(CC(=O)Nc3cccc(Cl)c3)C(=O)N2Cc2ccco2)cc1 (configuration not stated)	5.7	7.0	2.4	14.1	1.9	0.4	-15.5	13.9*	-2.0	9.1
CCOc1cc(/C=C2\CN(C)C/C(=C\c3ccc(O)c(OCC)c3)C2=O)ccc1O	-5.6	-1.4	-3.5	1.7	-1.4	0.3	-5.9	1.8	0.7	5.1
CCOc1ccc(/C=C/C(O)=C2/C(=O)NC3(C)CC2c2ccccc2O3)cc1OC (configuration not stated)	-21.0	-16.7	-1.6	-0.9	3.7	-1.0	8.9	-5.6	0.8	7.7
CN(C)C(=O)COC(=O)c1ccccc1Sc1ccccc1C#N	-2.8	6.7	-0.1	3.0	0.9	0.1	-3.3	3.9	0.3	15.2
c1ccc(-n2nnnc2SCc2cccc(CSc3nnnn3-c3ccccc3)n2)cc1	3.1	1.7	1.4	1.6	1.0	-0.3	6.8	2.0	-3.3	-160.7
COc1cccc(-c2cnc3c(NC=O)cc(-c4ccc(O)c(OC)c4)cn23)c1	-33.6	-23.3	-4.1	3.0	-1.5	1.1	-7.7	-5.6	-0.7	13.7
O=C(COC(=O)c1ccco1)NC1CCCC1	-5.2	0.7	-2.0	-8.0	1.5	0.7	-1.3	-0.5	-6.8	12.6
Cc1cc(C)c(S(=O)(=O)N2CCOC2CNC(=O)C(=O)NCCN2CCOCC2)c(C)c1 (configuration not stated)	-0.8	2.2	-2.6	-8.2	-5.2	0.5	-2.2	1.6	-1.3	4.4
COc1ccc(CCNC2=NCCS2)cc1OC	-8.3	1.2	0.0	-6.9	5.6	-0.2	3.2	-1.7	-5.1	1.4
CCOc1ccc(NC(=O)c2sc3nc4n(c(=O)c3c2C)CCC4)cc1	-0.1	2.1	-1.5	3.0	-2.9	0.7	-8.0	0.4	-0.9	-6.1
CCCC(C(=O)NC1=NCCS1)c1ccccc1 (configuration not stated)	-0.3	2.6	-1.8	-16.4	-1.2	0.4	9.2	-0.3	8.3	-10.5
Fc1ccc(C[n+]2csc3ccccc32)cc1	1.9	-1.3	-3.1	-1.6	-2.9	0.4	-10.2	0.4	0.4	6.1
CCn1c(CNc2cccc(Cl)c2)nnc1SCc1ccccc1	2.7	2.2	-0.2	4.9	-1.0	0.1	-9.5	-3.1	4.3	-5.1
COc1ccccc1C(=O)NC(C)c1nc2ccccc2[nH]1 (configuration not stated)	3.4	1.7	2.0	4.1	-6.3	0.2	0.2	1.2	-9.4	5.2
CS(=O)(=O)c1ccc(Cl)c(NC(=O)c2ccc3ccccc3c2)c1	1.8	2.0	-3.9	12.0	-8.8	0.4	-0.6	0.3	-3.4	-29.4
CCN1C(=O)/C(=C\N(C)C)S/C1=N\S(=O)(=O)c1ccc(C)cc1	7.5	2.9	-2.2	0.0	-5.3	0.0	-4.2	0.5	1.9	-13.8
CCN(C[C@H]1N[C@@](C)(C(=O)OC)[C@H]2C(=O)N(C)C(=O)[C@@H]12)S(=O)(=O)c1ccc(C)cc1	1.2	0.4	-1.2	14.3	-7.3	0.3	4.5	-2.2	0.7	5.1
Cc1cccc(-n2ncc3c(NCc4cccs4)ncnc32)c1	8.7	3.0	-1.5	1.5	-8.6	-0.1	-2.5	12.0*	-1.6	2.8
O=C(Oc1ccc(/C=N/NC(=O)c2ccccn2)cc1)c1cccc(Br)c1	-7.1	-0.9	-2.8	5.9	-3.1	-0.4	7.3	-0.8	-2.1	-2.2
Cc1ccc(Cl)cc1N(CC(=O)NC(C)c1ccccc1)S(C)(=O)=O (configuration not stated)	-8.8	-1.6	-1.6	-2.7	-6.6	-0.1	1.4	-9.1	0.8	-4.9
CCNC(=S)N1CCN(c2ccccn2)CC1	-0.3	-0.7	-0.7	-0.5	1.2	0.1	-7.0	-5.2	3.6	-2.0
COc1cc(C=NNC(=O)c2ccccc2NS(=O)(=O)c2cccs2)cc(OC)c1O	-66.3	-54.4	-2.6	-1.5	-4.1	0.7	-0.9	1.4	-5.2	-7.6
Nc1nc(SCc2ccccc2Cl)[nH]c(=O)c1-c1ccccc1	-1.4	4.1	-0.9	-13.4	1.5	0.2	3.1	-3.9	-0.3	6.5
COCCN1CCc2[nH]c(=S)[nH]c(=O)c2C1	-1.9	0.9	-1.1	-3.8	-1.3	0.8	-3.8	-3.6	-3.5	1.7
CC(C)c1cc(C(=O)NCc2ccc(F)cc2)c(N)s1	-11.1	-6.2	1.6	11.3	0.9	0.0	-6.5	-5.5	-1.2	2.8
CCOC(=O)c1cccc(NC(=O)C2CCC(CNc3c(N4CCOCC4)c(=O)c3=O)CC2)c1 (configuration not stated)	-0.5	4.7	5.5	0.6	2.7	0.1	-5.4	-5.8	7.2	16.2
COc1ccc(C(=O)c2ccc(Br)cc2)cc1	2.0	-0.6	-0.6	-1.8	-1.3	0.3	0.7	-4.5	-3.6	15.2
CCN1C(=O)C(CC(=O)Nc2cccc(C(C)=O)c2)S/C1=N\c1ccccn1 (configuration not stated)	5.2	-0.2	-0.2	3.4	-5.8	-0.6	0.1	2.9	0.7	-4.3
CN(C)c1nc(-c2ccc([N+](=O)[O-])cc2)cs1	-12.9	-9.7	-3.6	-5.7	-10.1	1.0	1.0	2.4	7.7	-8.7
CCCc1nnc(SCC(=O)Nc2cccc(Cl)c2Cl)o1	-4.7	-2.9	-3.3	-13.1	0.0	-0.1	2.6	-4.3	2.6	-13.0
CCOC(=O)C1=C(N)n2c(s/c(=C\c3ccco3)c2=O)=C(C(=O)OC(C)C)C1c1ccco1 (configuration not stated)	-117.0	-97.4	21.1*	-1.8	11.8	1.5	3.4	-25.9	1.3	7.0
COc1ccc(N=CC2=C(O)CC(C)(C)CC2=O)cc1	-13.0	-9.3	7.8	-9.1	-3.8	-2.0	-4.8	-1.5	-6.3	-4.1
Cc1nn(C)cc1S(=O)(=O)NCc1ccc2c(c1)OCO2	-3.0	1.5	1.3	-5.0	2.1	0.1	7.4	-4.3	-0.5	-13.7
OC[C@@H]1CN(CCNc2ccccc2)C[C@H](n2cnc3c(NCc4ccncc4)ncnc32)O1	-8.1	-3.2	-1.1	-8.6	-1.4	0.7	-1.6	-5.2	-2.8	-3.1
COc1ccccc1-c1noc(COC(=O)c2ccc(Br)o2)n1	-12.1	2.7	3.4	7.0	10.8	-0.6	-3.4	2.1	2.0	-5.5
Nc1c(Cl)c(Cl)nc(C(=O)N/N=C/c2cccnc2)c1Cl	-5.2	-0.7	-3.1	-4.7	0.8	-0.5	-2.3	-3.1	-5.8	7.8
O=C(CCCn1c(=S)[nH]c2cc3c(cc2c1=O)OCO3)NCc1ccccc1Cl	6.2	5.1	4.0	-9.5	4.5	-0.3	0.9	-0.8	9.7	11.6
Cc1nc2ccccc2n1CC(=O)N1CC(=O)Nc2ccccc21	1.2	-0.1	0.2	-2.1	-1.6	-0.2	2.2	-2.9	-5.1	15.9
O=C(OCC(=O)c1ccc[nH]1)c1ccc(F)c(S(=O)(=O)N2CCOCC2)c1	0.1	-1.9	3.5	-6.6	2.5	-0.5	6.4	-2.3	1.2	2.7
Cc1cccc(C)c1NC(=O)CSc1cc(C(=O)c2nccn2C)c2ccccc2n1	-4.3	-2.3	3.8	4.3	8.3	-0.4	-2.3	-3.9	-0.5	2.5
CCCn1c(O)c(/C=C2\C=NN=C2c2ccccc2)sc1=S	4.9	3.8	-2.0	4.2	-6.7	0.7	6.9	-0.7	8.9	0.0
O=C(ONC1=NCCCCC1)c1ccc([N+](=O)[O-])cc1	1.6	-3.6	-0.2	2.6	-1.8	-0.2	3.8	-2.3	5.3	3.4
Nn1c(SCC(=O)Nc2nccs2)nnc1-c1cc(-c2ccc(F)cc2)n[nH]1	3.3	1.8	-0.8	/	-4.7	0.7	-3.0	0.6	-2.0	/
COC(=O)c1cc(NC(=O)CC2C(=O)NCCN2C(=O)c2ccc(F)cc2)cc(C(=O)OC)c1 (configuration not stated)	-1.5	0.4	0.4	0.9	0.7	-0.2	4.2	-3.1	5.3	-9.4
COc1ccc(-c2nc3c4ccccc4ccn3c2Cc2cccc(F)c2)cc1OC	-40.2	-24.7	15.4	-2.5	15.5*	-1.1	13.2	-14.1	9.6	-8.9
Cc1oc(-c2ccccc2)cc1C(=O)Nc1ccc2ccccc2c1	-0.2	-1.6	17.3	0.8	3.0	-0.2	6.2	-2.4	10.0	8.1
CC(=O)C(=Nc1cccc(Cl)c1)NNc1ccccc1C	-4.3	0.9	3.6	1.9	0.6	-0.1	-6.1	-3.0	-7.2	3.1
Cc1n[nH]c(C)c1S(=O)(=O)N1CCN(C(=O)c2ccco2)CC1	2.0	2.4	3.0	2.5	1.9	0.8	2.5	-5.3	-6.1	3.3
COc1cc(OC)cc(C(=O)Nc2ccc(S(=O)(=O)N3CCOCC3)cc2)c1	-9.2	-0.6	4.8	9.2	-1.9	-0.6	-7.1	1.2	-6.1	-2.9

Sorted by count of non-hydrogen atoms (highest first): 7 of the compounds above
SMILES	PLCb3 inh	PLC-gamma1 inh	UHRF1 binding	ARFGAP1 inh	MBD2 DNA inh	proKLK7 act	Tn6 DDE FP	ADAM17 inh	DDE Tn7 FP inh	ASAP1 GAP inh
COC(=O)c1cc(NC(=O)CC2C(=O)NCCN2C(=O)c2ccc(F)cc2)cc(C(=O)OC)c1 (configuration not stated)	-1.5	0.4	0.4	0.9	0.7	-0.2	4.2	-3.1	5.3	-9.4
CCOC(=O)C1=C(N)n2c(s/c(=C\c3ccco3)c2=O)=C(C(=O)OC(C)C)C1c1ccco1 (configuration not stated)	-117.0	-97.4	21.1*	-1.8	11.8	1.5	3.4	-25.9	1.3	7.0
CCOc1cc(/C=C2\CN(C)C/C(=C\c3ccc(O)c(OCC)c3)C2=O)ccc1O	-5.6	-1.4	-3.5	1.7	-1.4	0.3	-5.9	1.8	0.7	5.1
CCN1C(=O)C(CC(=O)Nc2cccc(C(C)=O)c2)S/C1=N\c1ccccn1 (configuration not stated)	5.2	-0.2	-0.2	3.4	-5.8	-0.6	0.1	2.9	0.7	-4.3
CC(C)c1cc(C(=O)NCc2ccc(F)cc2)c(N)s1	-11.1	-6.2	1.6	11.3	0.9	0.0	-6.5	-5.5	-1.2	2.8
CCCC(C(=O)NC1=NCCS1)c1ccccc1 (configuration not stated)	-0.3	2.6	-1.8	-16.4	-1.2	0.4	9.2	-0.3	8.3	-10.5
CN(C)c1nc(-c2ccc([N+](=O)[O-])cc2)cs1	-12.9	-9.7	-3.6	-5.7	-10.1	1.0	1.0	2.4	7.7	-8.7
